Screening data from PubChem.
FXN GAA850 act: FXN promoter activators, primary screen, cell-based, luciferase luminescence, HEK293 lucGAA850; 360,000 compounds, 0.56% hits; activation, % at 6 µM; HEK293 lucGAA850 FXN promoter luciferase reporter, 24 h; percent of 10 µM SAHA response;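 active means activation above the average of all compounds screened plus 3 SD, cutoff fixed separately per campaign, cut at about 7.5% in these data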;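 further: 0% = DMSO wells and 100% = 10 µM SAHA wells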
NR0B1 inh: DAX1 (NR0B1) inhibitors, primary screen, cell-based, HEK293, Gal4-DAX1, luciferase luminescence. Nuclear receptor subfamily 0 group B member 1 (Homo sapiens), P51843. HEK293 Gal4-DAX1 luciferase reporter. inhibition, % at 6.75 µM. 340,000 compounds, 0.99% hits. AID 504766, 2011;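 active means inhibition above the mean over all tested compounds plus 3 SD, cut at about 4.2% in these data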;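 further: 0% = DAX1-transfected cells with DMSO and 100% = empty-vector control cells with DMSO; inhibition shows as a rise in luminescence from relieved DAX1 repression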
Target sequence (P51843 207-470 limits assumed): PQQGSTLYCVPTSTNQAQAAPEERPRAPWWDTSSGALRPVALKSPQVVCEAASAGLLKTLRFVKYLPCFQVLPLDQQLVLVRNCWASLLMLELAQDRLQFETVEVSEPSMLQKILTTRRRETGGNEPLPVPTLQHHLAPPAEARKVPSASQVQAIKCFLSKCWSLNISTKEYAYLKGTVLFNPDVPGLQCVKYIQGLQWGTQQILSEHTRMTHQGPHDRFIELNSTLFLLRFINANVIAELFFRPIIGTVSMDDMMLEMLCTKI
An asterisk follows results filed as active. A portion of the library; rates above refer to the full screens.

FXN GAA850 act,NR0B1 inh,Compound
1.5,0.5,NC(=O)C[C@@H]1NC(=O)[C@H](CCC(=O)O)NC(=O)c2cc([N+](=O)[O-])cc(I)c2OCC[C@@H](C(N)=O)NC1=O
-1.7,-1.0,O=C1CCCC(O)=C1C(C#Cc1ccccc1)C1=C(O)CCCC1=O
0.1,0.0,CCOC(=O)C1=C(C)N(CCCC(=O)O)C(=O)NC1c1ccccc1OS(=O)(=O)c1ccc(C)cc1 (centres undefined)
-0.9,2.0,CCNC(=S)NNC(=O)Nc1ccccc1
0.9,-0.3,O=S(=O)(Nc1ccccc1N1CCOCC1)c1ccc(Cl)cc1
2.7,0.1,O=C(c1ccccc1)c1cccc(C(=O)c2ccccc2)c1
-16,-0.8,O=S1(=O)C=C(Sc2nnc(-c3ccccc3)o2)c2ccccc21
2.4,0.0,CCS(=O)(=O)C1=NSC2=NC(=O)/C(=C\c3ccc(OS(=O)(=O)c4ccccc4)c(OC)c3)C(=N)N21
0.2,-0.7,CCCCCCOC1(c2ccccc2)OC(=O)c2ccccc21 (centres undefined)
1.0,-0.6,CCOc1ccc(CCNC(=O)c2nnn(CC(=O)Nc3ccc(C)cc3)c2N)cc1OCC
13*,0.3,Cc1ccc(N2C(=O)N3[C@H](c4ccc(F)cc4)[C@@H]4C(=O)N(C5CCCCC5)C(=O)[C@@H]4[C@]3(C)C2=O)cc1
0.6,-1.5,CCOC(=O)c1c(C)[nH]c(C(=O)OC/C(O)=C(\C#N)c2nc3ccccc3[nH]2)c1C
0.9,1.8,c1ccc2sc(NC3=NCN(C4CCCCC4)CN3)nc2c1
2.0,0.4,COc1ccc(-c2cc(C(=O)N3CCN(C(c4ccccc4)c4ccccc4)CC3)no2)cc1
1.7,0.1,CCCN1CCc2c(sc3nc(SCC)n(-c4ccc(OC)cc4)c(=O)c23)C1
2.3,-0.4,COCc1c(C(=O)Nc2cccc(S(=O)(=O)N3CCCCC3)c2)oc2ccccc12
-0.6,0.9,O=c1oc2ccccc2c(NC2CCCCC2)c1NS(=O)(=O)c1ccc(Br)cc1
2.6,-1.0,CC(C)(C)n1nc2c(c1NC(=O)COc1ccc(Cl)cc1)CSC2
0.4,0.9,CCOc1ccc(C2OC34CCCCC3C(C#N)(C#N)C2(C#N)C(=N)O4)cc1OC (centres undefined)
-1.6,1.0,O=C(Cc1csc(N2CCOCC2)n1)N/N=C/c1cccc(O)c1
0.0,-0.6,Cc1ccc(C)c(-c2nnc(NC(=O)Cc3ccc(F)cc3)o2)c1
-3.4,-1.3,O=C(c1cccc(N2CCCC2=O)c1)N1CCN(c2cccc(Cl)c2)CC1
11*,1.9,CC(C)(C)C1=CC(=O)C(=O)C(C(C)(C)C)=C1
1.2,0.5,COc1cc(NC(=O)c2noc3c2CCCC3)c(OC)cc1Cl
1.4,-0.2,O=C(c1cnc(-c2ccc(Cl)cc2)s1)c1ccc(Cl)cc1Cl
0.0,1.0,CC(C)Oc1ccc(/C=N/NC(=O)C(CSCc2ccccc2)NC(=O)c2ccc([N+](=O)[O-])cc2)cc1 (centres undefined)
1.4,-1.4,Cc1cc(C)cc(N2CCCn3c2nc2c3c(=O)[nH]c(=O)n2C)c1
0.6,1.8,C=CCn1c(CCCNC(=O)c2ccccc2OC)nc2ccccc21
-0.5,0.7,Cc1cc(=O)n(CC(=O)NC2CC2)c2c1c(C)nn2-c1ccccc1
2.7,1.5,COc1ccc(OC)c(Cc2nnc(CCC(=O)N3CCCCC3c3nccs3)o2)c1 (centres undefined)
1.7,1.4,CCCCC1=CC2=C(c3ccco3)C(=O)C(C)(OC(=O)c3ccc(OC)cc3)C(=O)C2=CN1C1CCCCC1 (centres undefined)
-0.3,0.1,O=C(CN(Cc1ccc(Cl)c(Cl)c1)S(=O)(=O)c1ccccc1)N/N=C\c1ccc2c(c1)OCO2
-0.6,-2.0,Cc1cccc(C)c1N=Cc1c(O)n(-c2nccs2)c(=O)c2ccccc12
-1.2,0.1,Cc1ccc2cccc(S(=O)(=O)N3CCN(c4cccc(Cl)c4)CC3)c2n1
-2.1,0.6,CCCCCc1cc(=O)oc2c(C(CCN3CCCC(C)C3)c3ccc(N(C)C)cc3)c(OC)cc(OC)c12 (centres undefined)
-1.0,0.0,COc1ccc(CC(=O)OCc2cc3cccc(C)c3[nH]c2=O)cc1
-3.2,-0.3,CC(=O)Nc1ccc(NC(=O)Cn2c(CC(=O)N3CCCC3)nc3ccccc32)cc1
-0.6,-0.6,COc1ccccc1C(=O)N/C(=C\c1cn(S(=O)(=O)N(C)C)c2ccccc12)C(=O)NCCN1CCOCC1
4.0,0.3,O=c1c2ccccc2nc(/C=C/c2ccc3c(c2)OCO3)n1CCCO
-0.9,0.1,CCNC(=O)CC1C(=O)N(c2ccc(OC)cc2)C(=S)N1CCc1ccncc1 (centres undefined)
-1.4,1.3,Cc1ccsc1C1C=C(c2cccc(Br)c2)Nc2ncnn21 (centres undefined)
1.3,0.9,O=C(CNS(=O)(=O)c1ccc(Br)s1)NCc1ccc2c(c1)OCO2
0.7,0.3,CC(Sc1nnc(COc2ccc([N+](=O)[O-])cc2)n1-c1ccccc1)C(=O)O (centres undefined)
3.8,0.2,COc1cc2ccccc2cc1C(=O)Nc1nc(C)c(C(C)=O)s1
-1.0,2.5,N=C1CCC(=N)c2c1c(O)c1ccccc1c2O

Taken from above:
`O=C(CN(Cc1ccc(Cl)c(Cl)c1)S(=O)(=O)c1ccccc1)N/N=C\c1ccc2c(c1)OCO2` | FXN GAA850 act = -0.3
`N=C1CCC(=N)c2c1c(O)c1ccccc1c2O` | FXN GAA850 act = -1.0
`CCCCC1=CC2=C(c3ccco3)C(=O)C(C)(OC(=O)c3ccc(OC)cc3)C(=O)C2=CN1C1CCCCC1` (centres undefined) | FXN GAA850 act = 1.7
`Cc1cccc(C)c1N=Cc1c(O)n(-c2nccs2)c(=O)c2ccccc12` | FXN GAA850 act = -0.6
`COc1ccccc1C(=O)N/C(=C\c1cn(S(=O)(=O)N(C)C)c2ccccc12)C(=O)NCCN1CCOCC1` | FXN GAA850 act = -0.6
`CCNC(=O)CC1C(=O)N(c2ccc(OC)cc2)C(=S)N1CCc1ccncc1` (centres undefined) | FXN GAA850 act = -0.9

Next section
FXN GAA850 act,NR0B1 inh,Compound
0.1,3.1,CCOC(=O)c1c(C)c(C(=O)NCCN2CCOCC2)c(C)n1C
2.6,-0.9,CCn1c(Cc2ccccc2)nnc1SCc1nc2ccccc2c(=O)[nH]1
2.0,-1.4,CCCCNc1cc(C)nc(NCc2ccccc2)n1
4.5,0.5,CCN(CC)S(=O)(=O)c1cc(C(=O)Nc2cc(C)[nH]n2)ccc1Cl
2.2,0.6,COc1ccc(N=Cc2cc(Cc3ccccc3Cl)cc([N+](=O)[O-])c2O)cc1OC
-2.4,1.3,COC(=O)C1=C(C)N(CC2CC2)C(=NCCN2CCOCC2)N[C@H]1c1ccccc1
2.2,0.2,Cc1c(Cl)cccc1N1C(=O)C(N2C(=O)c3cccc([N+](=O)[O-])c3C2=O)C1c1cccs1 (centres undefined)
0.5,-1.6,Cc1ccc(N2C(=O)C3CC(c4ccccc4)=C4C5C=CC(C6C(=O)N(c7ccc(C)cc7C)C(=O)C56)C4C3C2=O)c(C)c1 (centres undefined)
-1.9,-0.2,CC(C)Oc1ccc(C(=O)Nc2ccc(N3CCCC3)cc2)cc1
7.2,-0.1,Cc1nc(Sc2ccccc2)c(C#N)cc1-c1ccccc1
1.6,-0.1,O=C(CSc1nc2c(c(=O)n1-c1ccc(F)cc1)SCC2)N1CCCC1
-0.5,-1.0,O=C(Nc1c2ccccc2nc2ccccc12)C(Cl)(Cl)Cl
1.9,0.3,O=C(O)CCC(=O)N1CCc2cc(S(=O)(=O)NCCc3ccc(Cl)cc3)ccc21
-0.3,-1.4,O=C1N/C(=C\c2ccc(O)cc2)C(=O)c2ccccc21
-0.1,1.7,COc1ccccc1NC(=O)c1cc(S(=O)(=O)N2CCC3(CC2)OCCO3)ccc1F
4.4,-1.3,CCOc1cc(C2C(C#N)=C(N)OC(C)=C2C(C)=O)c(Br)c(Br)c1OC(C)C (centres undefined)
3.4,-0.4,O=C(Nc1sc2c(c1C(=O)O)CCCCC2)c1cccnc1
-0.1,-0.1,C/C=C(/C)C(=O)OC1CC(C)(C)C[C@H]2C3=CC[C@@H]4[C@@]5(C)CCC(O[C@@H]6O[C@@H](C(=O)O)[C@@H](O)C(O[C@@H]7OC[C@H](O)[C@@H](O)[C@@H]7O[C@@H]7OC(CO)C(O)[C@@H](O)[C@@H]7O)C6O[C@@H]6OC(CO)C(O)C(O)C6O)[C@@](C)(CO)[C@@H]5CC[C@]4(C)[C@]3(C)CC(O)[C@@]12CO (some centres undefined)
-1.0,0.8,O=c1cc(C(F)(F)F)nc(SC/C=C/c2ccccc2)[nH]1
-3.2,1.7,Cc1ccnc(SCCn2c(N3CCCCC3)nc3c2c(=O)n(C)c(=O)n3C)n1
-2.9,-0.8,CC(C)CCNC(=O)C(C)N(Cc1ccc(F)cc1)C(=O)c1ccc(CN2CCCCC2)o1 (centres undefined)
0.9,-0.4,CC(=O)O[C@H]1CC[C@H]2[C@@H]3CCc4cc(O)ccc4[C@H]3CC[C@]12C
-1.7,0.5,COc1ccc(S(=O)(=O)N/N=C\c2ccc3c(c2)OCO3)cc1
-8.9,-1.8,O=C(NC(=S)/C(=C1\CCCCCN1)[N+](=O)[O-])c1ccccc1
-1.3,1.9,CCOC(=O)C1CCCN(C(=O)Cn2sc3nc(C)cc(C)c3c2=O)C1 (centres undefined)
-5.8,-4.5,Cc1cc(/C=C2/SC(=S)N(c3cccc(C(F)(F)F)c3)C2=O)c(C)n1-c1cccnc1
-0.3,-0.2,CCc1nn2c(=O)cc(CSCC(=O)Nc3ccccc3F)nc2s1
-0.3,-0.1,COc1cccc2c1cc1c(=O)n(CC(=O)NCc3ccccn3)nc(C)n12
-1.8,-1.3,CCOC(=O)n1c(=O)oc2cc(S(=O)(=O)N3CCCCC3)ccc21
2.0,-0.7,Cc1sc2ccccc2[n+]1CC(=O)c1ccccc1

Compounds from the list above containing a tert-butyl group, in the order listed:
FXN GAA850 act,NR0B1 inh,Compound
2.6,-1.0,CC(C)(C)n1nc2c(c1NC(=O)COc1ccc(Cl)cc1)CSC2
11*,1.9,CC(C)(C)C1=CC(=O)C(=O)C(C(C)(C)C)=C1

Whole records, quoted from the list:
Profile of CC(C)CCNC(=O)C(C)N(Cc1ccc(F)cc1)C(=O)c1ccc(CN2CCCCC2)o1 (centres undefined) = FXN GAA850 act: -2.9; NR0B1 inh: -0.8
Profile of CCOC(=O)n1c(=O)oc2cc(S(=O)(=O)N3CCCCC3)ccc21 = FXN GAA850 act: -1.8; NR0B1 inh: -1.3
Profile of COc1cccc2c1cc1c(=O)n(CC(=O)NCc3ccccn3)nc(C)n12 = FXN GAA850 act: -0.3; NR0B1 inh: -0.1

(more compounds)
FXN GAA850 act,NR0B1 inh,Compound
-3.7,-0.9,COC(=O)C1=C(C)N(Cc2ccccc2)C(=NCc2cccc(Cl)c2)N[C@H]1c1ccccc1
1.0,-0.4,O=C1CCc2nc3ccccc3c(=O)n2N1
0.0,-0.5,COc1ccc(-c2sc3ccc(OC)cc3c2-c2ccc(OCCN3CCOCC3)cc2)cc1
1.5,0.0,CCCCN(CC)CCCNC(=O)CC1Nc2ccccc2NC1=O (centres undefined)
1.1,-0.9,O=C(CN1C(=O)c2ccccc2C1=O)Nc1nnc(C2CCCO2)s1 (centres undefined)
0.5,-0.2,O=C(C1=C[C@@H](c2coc3ccccc3c2=O)C[C@@H](OCc2ccc(CO)cc2)O1)N1CCCCCCC1
0.8,0.0,COc1ccccc1Oc1ccc2c(c1)C(=O)N(CC(=O)O)C2=O
2.4,0.7,O=C(c1cc(-c2ccccc2Cl)nc2ccccc12)N1CCN(c2ccccn2)CC1
1.6,0.4,Cc1cccc(CCNS(=O)(=O)c2ccc3c(c2)CCN3C(=O)CCC(=O)O)c1
1.2,2.6,C=CC[C@H](CC(=O)N[C@H](CO)Cc1ccccc1)C(=O)N[C@H](COC(=O)[C@@H](CC=C)Cc1ccc(F)cc1)Cc1c[nH]c2ccccc12
1.1,1.3,CN(C(=O)COC(=O)c1ccc(F)c(S(=O)(=O)N2CCOCC2)c1)C1CCS(=O)(=O)C1 (centres undefined)
2.4,0.8,C#CCOCCOCCOCCNc1nc(N2CCN(C(=O)CCCCCCCCCCNC(=O)[C@H]([C@@H](C)CC)n3cc(CCCCN=C(N)N)nn3)CC2)nc(N2CCN(C(=O)CCCCCCCCCCNC(=O)[C@@H]([C@H](C)O)n3cc(C)nn3)CC2)n1
-0.6,0.9,CCCCCCCN1C/C=C\C(c2ccc(OC)cc2)N(Cc2ccc(F)cc2)C(=O)[C@H]1Cc1ccccc1 (some centres undefined)
-1.5,0.9,Cc1ccc(C)n1Cc1ccc(C(=O)O)cc1
3.0,2.5,C/C(=N\Nc1ncc(Cl)cc1Cl)c1cccs1
6.0,1.9,CCn1nc(C)c(/C=N/NC(=O)Cc2ccc(Cl)cc2)c1C
-2.7,1.9,O=C(CSc1nc2sc3c(c2c(=O)n1-c1ccccc1)CCCC3)N/N=C/c1ccc(C(=O)O)cc1
0.1,0.0,CC(C)(C)C(=O)N1CCN(C(c2ccccc2)c2ccccc2)CC1
-0.1,1.3,COC(=O)c1ccc(C23CC4(C2)[C@H](CN(Cc2ccc(C(F)(F)F)cc2)[C@@H]4c2ccccc2)C3c2ccccc2)cc1 (some centres undefined)
-1.4,0.6,CC(C)Oc1ccc(/C=N/NC(=O)C2CCCN2S(=O)(=O)c2ccc(Cl)cc2)cc1 (centres undefined)
3.4,1.0,CCc1ccc2nc(N(CCN(C)C)C(=O)/C=C/c3cccs3)sc2c1
-1.1,-2.0,CCCCCOC(=O)c1[nH]c2c(c1C)C(=O)CC(c1ccco1)C2 (centres undefined)
0.1,-1.4,N#Cc1c(-c2ccc3c(c2)OCO3)cc[nH]c1=O
1.4,-0.3,CC(C)(C)NC(=O)CCn1nc(-c2ccc(Cl)cc2)c2ccccc2c1=O
